hgDAF12 agonist: H. glycines DAF-12 receptor agonists, primary screen, cell-based, luminescence, HEK293, GAL4 fusion, UAS-luciferase | Nuclear hormone receptor DAF-12 (Heterodera glycines), GAL4 fusion | HEK293 GAL4-hgDAF12 UAS-luciferase reporter, agonist luminescence; normalized to butyrate control | activation, % at 6.8 µM | hit rate 1.8% among 370,000;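 active means activation above a cutoff set at the mean of all screened compounds plus 3 SD, cut at about 10% in these data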;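 further: 0% = DMSO wells and 100% = sodium butyrate wells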
NR1D1 modulator: modulators of Rev-erb alpha DNA binding, primary screen, biochemical, FITC-DNA, fluorescence polarization, uHTS. hit rate 0.79% among 370,000. Rev-erbα–FITC-DNA binding, 90 min. activity, % at 10 µM. Nuclear receptor subfamily 1 group D member 1 (Homo sapiens), P20393;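 active means activity above about 14%, limit read from the data; passing the limit was not always enough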;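 further: 0% = DMSO wells with 35 nM protein and 100% = DMSO wells with 750 nM protein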
Target sequence (P20393 whole entry, looked up): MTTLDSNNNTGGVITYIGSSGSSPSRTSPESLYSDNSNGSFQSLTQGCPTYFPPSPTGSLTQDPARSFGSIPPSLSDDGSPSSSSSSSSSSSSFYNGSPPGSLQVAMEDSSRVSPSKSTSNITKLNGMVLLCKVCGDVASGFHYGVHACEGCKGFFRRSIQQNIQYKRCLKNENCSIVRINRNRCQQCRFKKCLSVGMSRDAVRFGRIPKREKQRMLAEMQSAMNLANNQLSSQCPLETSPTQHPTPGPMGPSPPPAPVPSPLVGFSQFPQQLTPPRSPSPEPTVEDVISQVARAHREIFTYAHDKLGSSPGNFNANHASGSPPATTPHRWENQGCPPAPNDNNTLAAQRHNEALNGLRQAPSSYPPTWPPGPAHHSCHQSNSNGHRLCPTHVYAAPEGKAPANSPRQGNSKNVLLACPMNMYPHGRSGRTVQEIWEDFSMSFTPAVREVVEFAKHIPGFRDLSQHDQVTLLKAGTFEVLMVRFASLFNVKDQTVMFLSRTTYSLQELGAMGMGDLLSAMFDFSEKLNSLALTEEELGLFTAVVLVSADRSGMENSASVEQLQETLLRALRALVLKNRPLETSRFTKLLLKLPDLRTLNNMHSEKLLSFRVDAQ
DAX1 inh-1: DAX1 (NR0B1) inhibitors on StAR promoter, primary screen, cell-based, luminescence, SF-1 (NR5A1), full-length DAX-1; AID 652010, 2013; inhibition, % at 6.8 µM; HEK293T StAR-luciferase reporter, SF-1/DAX-1 repression relief; hit rate 1.1% among 370,000;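 active means inhibition above the mean over all tested compounds plus 3 SD, cut at about 3.6% in these data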;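 further: 0% = DAX-1 cells with DMSO and 100% = cells lacking DAX-1 with DMSO; higher inhibition means more luminescence from relief of DAX-1 repression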
ssDAF12 agonist: S. stercoralis DAF-12 nuclear receptor activators, primary screen, cell-based, luminescence, HEK293, GRIP1 co-expression, lit1-tk-luc. Nuclear hormone receptor DAF-12 (Strongyloides stercoralis). HEK293 ssDAF-12/GRIP1 lit1-tk-luc reporter; % of 3 µM dafachronic acid response. activation, % at 6.8 µM. hit rate 1% among 370,000. AID 652126, 2013;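 active means activation above the mean over all tested compounds plus 3 SD, cut at about 0.9% in these data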;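 further: 0% = DMSO-only wells and 100% = 3 µM delta7-dafachronic acid wells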
FXN GAA850 act: FXN promoter activators, primary screen, cell-based, luciferase luminescence, HEK293 lucGAA850 | HEK293 lucGAA850 FXN promoter luciferase reporter, 24 h; percent of 10 µM SAHA response | activation, % at 6 µM | hit rate 0.56% among 360,000;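 active means activation above the average of all compounds screened plus 3 SD, cutoff fixed separately per campaign, cut at about 7.5% in these data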;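 further: 0% = DMSO wells and 100% = 10 µM SAHA wells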
SMARCA2 activ: SMARCA2 (BRM) function activators, primary screen, cell-based, luminescence, high throughput. MG213 cells, MMTV-luciferase reporter, dexamethasone, overnight. activation, % at 9.1 µM. hit rate 1% among 370,000. AID 652017, 2013; in the data active means activation above about 7.8%;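 further: 0% = vehicle wells and 100% = reference activator wells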
sPLA2-III inh: human group III sPLA2 inhibitors, primary screen, biochemical, QFRET, BODIPY PC-A2 liposome substrate; inhibition, % at 12.2 µM; AID 743126, 2013; hit rate 0.56% among 370,000; QFRET BODIPY PC-A2 liposome hydrolysis, fluorescence;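 active means inhibition above mean plus 3 SD of compounds lying within the high and low control bounds, cut at about 19% in these data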;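 further: 0% = median of test compound wells and 100% = no enzyme DMSO wells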
PLCb3 inh: human PLC-beta3 inhibitors, primary screen, biochemical, fluorescence | 1-phosphatidylinositol 4,5-bisphosphate phosphodiesterase beta-3 (Homo sapiens), Q01970 | Purified PLC-beta3, fluorogenic substrate | inhibition, % at 12.2 µM | hit rate 0.18% among 370,000 | AID 720704, 2013; in the data active means inhibition above about 11%;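 further: 0% = median of compound wells on plate and 100% = full blocker control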
hcDAF12 agonist: H. contortus DAF-12 nuclear receptor activators, primary screen, cell-based, luminescence, HEK293, lit1-tk-luc reporter; HEK293 hcDAF-12 lit1-tk-luc reporter; 0% DMSO, 100% Δ7-dafachronic acid; hit rate 1.4% among 370,000; activation, % at 6.8 µM;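 active means activation above the mean of all tested compounds plus 3 SD, cut at about 5.5% in these data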;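 further: 100% = response to 3 µM Δ7-dafachronic acid high control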
DAX1 inh-2: DAX1 (NR0B1) inhibitors, primary screen, cell-based, HEK293, Gal4-DAX1, luciferase luminescence; Nuclear receptor subfamily 0 group B member 1 (Homo sapiens), P51843; HEK293 Gal4-DAX1 luciferase reporter; inhibition, % at 6.75 µM; hit rate 0.99% among 340,000; AID 504766, 2011;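 active means inhibition above the mean over all tested compounds plus 3 SD, cut at about 4.2% in these data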;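 further: 0% = DAX1-transfected cells with DMSO and 100% = empty-vector control cells with DMSO; inhibition shows as a rise in luminescence from relieved DAX1 repression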
Target sequence (P51843 207-470 limits assumed): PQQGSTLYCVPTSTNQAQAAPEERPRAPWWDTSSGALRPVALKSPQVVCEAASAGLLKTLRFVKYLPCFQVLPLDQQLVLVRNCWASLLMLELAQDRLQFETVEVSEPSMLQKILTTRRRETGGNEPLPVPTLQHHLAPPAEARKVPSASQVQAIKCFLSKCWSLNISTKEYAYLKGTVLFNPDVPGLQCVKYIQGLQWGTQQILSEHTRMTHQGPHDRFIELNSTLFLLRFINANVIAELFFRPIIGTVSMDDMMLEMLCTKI
PG9 Ab binder: binders of HIV-1 gp120 antibody PG9, primary screen, biochemical, TR-FRET | AID 624416, 2012 | inhibition, % at 6.7 µM | TR-FRET gp120-PG9 antibody binding | hit rate 0.43% among 360,000 | HIV-1 gp120 / PG9 antibody interaction; in the data active means inhibition above about 8.5%
Active calls of the source: *; i = inactive; . = not tested or not shown. Hits appear at their usual frequency; about 7% have a hit in one of these screens.

SMILES	hgDAF12 agonist	NR1D1 modulator	DAX1 inh-1	ssDAF12 agonist	FXN GAA850 act	SMARCA2 activ	sPLA2-III inh	PLCb3 inh	hcDAF12 agonist	DAX1 inh-2	PG9 Ab binder
CC(C)OCCCNC(=O)Cn1nc(-c2ccccc2)ccc1=O	-0.5	0.6	0.0	-1.3	-1.6	-3.6	2.1	-2.5	-1.4	0.2	-0.2
COc1ccc(N=CC2CCCCC2=O)c([N+](=O)[O-])c1 (stereo not given)	6.7	4.7	0.7	-1.0	2.5	2.8	-50.2	3.9	0.0	0.5	-16.5
O=C(c1ccc(Cn2c(=S)[nH]c3ccccc3c2=O)cc1)N1CCN(c2ccccn2)CC1	0.4	4.5	-1.1	-1.3	-0.7	0.8	2.7	-6.4	-0.4	-1.8	0.2
CC(C(=O)NC1CCCc2ccccc21)N1C(=O)C2CCCCC2C1=O (stereo not given)	0.7	-3.4	-0.6	-1.1	1.4	1.4	4.9	-3.2	-0.8	0.2	0.2
COc1ccc([N+](=O)[O-])cc1NC(=O)Cc1c(Cl)cccc1Cl	-2.0	10.5	0.1	-1.4	-1.2	-2.8	0.1	2.3	1.0	-0.6	0.6
Cc1cc(C(F)(F)F)nn1CC(=O)Nc1cccnc1	0.9	-1.1	0.1	-0.4	-2.7	1.3	-3.9	2.0	0.5	0.9	-1.5
Cc1ccc(SCc2[nH]nc3c2C2(C(=O)Nc4ccc(F)cc42)C(C#N)=C(N)O3)cc1 (stereo not given)	1.3	3.8	-0.4	-1.6	1.0	-2.4	-27.1	-1.2	-0.9	-0.3	3.1
CCOc1ccccc1CN1CCNC(=O)C1CC(=O)NC1CCCCCCC1 (stereo not given)	-1.8	-2.8	-0.3	-0.9	2.4	-1.0	-0.1	-9.6	-0.6	-0.2	-0.5
O=C(Oc1ccc(Cl)c2cccnc12)c1ccco1	0.8	-4.2	1.7	-0.6	1.2	0.9	2.9	2.2	1.0	-0.3	-0.4
CCC(C)C(NC(=O)C1CCC(C)CC1)C(=O)NCc1ccco1 (stereo not given)	1.5	2.5	0.6	-0.6	-0.7	-1.4	-0.2	-2.3	-1.8	1.7	1.5
CCCCOC(=O)c1ccc(S(N)(=O)=O)o1	5.8	-4.0	0.3	-1.4	3.3	4.4	-3.0	0.3	-0.7	0.7	-1.1
CC(NC(=O)CN1CCOCC1)c1ccccc1 (stereo not given)	5.7	2.5	-0.1	-0.9	0.6	0.1	17.9	-7.7	1.7	1.5	-2.2
Cc1ccc(OS(=O)(=O)c2cn(C)c(=O)n(C)c2=O)cc1C	-0.8	0.9	0.1	-1.2	0.9	-2.0	-0.8	-4.5	-0.3	0.7	0.4
CCSc1nnc(NC(=O)c2ccccc2)s1	8.6	-3.8	2.5	0.0	4.0	10.7*	1.5	-3.5	4.5	0.2	-3.3
O=C(Cc1coc2cc3c(cc12)CCC3)NC1CCCCCCC1	-1.3	-0.5	0.2	-1.2	2.6	-0.3	-14.7	5.5	1.7	1.0	0.8
CCN1C(=O)c2ccccc2Sc2ccc(C(=O)NCCCN(CC(C)C)CC(C)C)cc21	1.5	1.4	0.1	-0.7	0.8	1.9	5.6	-2.0	-0.6	0.6	-0.2
COc1cc(SC)ccc1C(=O)N1CCc2ccccc21	-0.9	8.7	-0.6	-0.6	1.1	2.2	-1.9	-2.5	1.8	1.9	-0.6
CC1CN(S(=O)(=O)c2cccc(C(=O)Nc3ccccc3N3CCOCC3)c2)CC(C)O1 (stereo not given)	-3.6	-2.6	-2.6	-1.9	-0.9	-2.9	2.5	-5.2	-2.0	-2.2	-0.3
Cc1nnc(SCC(=O)Nc2nccs2)n1N	2.8	1.7	0.6	-1.0	1.2	-3.1	11.9	-4.7	0.6	0.7	-1.8
COc1ccc(S(=O)(=O)N2CCOC23CCN(S(=O)(=O)c2ccc([N+](=O)[O-])cc2)CC3)cc1	-0.2	2.5	-1.6	-1.2	-2.4	2.5	-2.2	3.7	0.3	-1.1	-1.4
O=C(C[n+]1cc(-c2ccc(Cl)cc2)n2c1CCCCC2)c1ccccc1	10.0	1.8	1.1	0.2	0.9	3.9	-31.4	-7.9	0.3	-0.5	-1.5
CC(=O)Nc1cccc(NC(=S)Nc2ccc(F)c(Cl)c2)c1	0.1	2.6	-0.9	-2.0	0.6	-2.4	6.5	-6.7	-1.5	-0.3	0.2
N#Cc1ccc(CN2CCN(CC(=O)NCCc3ccc(Cl)cc3Cl)CC2)cc1	-1.6	-3.0	-0.6	-1.6	-1.4	-3.4	-3.1	-4.8	-3.1	-0.7	0.8
Cc1ccc(CN(C)C(=O)C2CCN(C(=O)Nc3ccccc3)CC2)o1	-1.8	2.4	1.7	-0.3	2.5	-1.5	0.7	-7.0	1.3	-0.1	-0.7
COc1cccc(N2CCN(C(=O)CCS(=O)(=O)c3ccc4c(c3)oc(=O)n4C)CC2)c1	-2.0	2.4	0.0	-1.1	0.2	1.2	1.5	-8.1	-1.4	0.4	-4.2

Brought forward from above: 2 entries, then new ones.
SMILES	hgDAF12 agonist	NR1D1 modulator	DAX1 inh-1	ssDAF12 agonist	FXN GAA850 act	SMARCA2 activ	sPLA2-III inh	PLCb3 inh	hcDAF12 agonist	DAX1 inh-2	PG9 Ab binder
Cc1ccc(CN(C)C(=O)C2CCN(C(=O)Nc3ccccc3)CC2)o1	-1.8	2.4	1.7	-0.3	2.5	-1.5	0.7	-7.0	1.3	-0.1	-0.7
COc1cccc(N2CCN(C(=O)CCS(=O)(=O)c3ccc4c(c3)oc(=O)n4C)CC2)c1	-2.0	2.4	0.0	-1.1	0.2	1.2	1.5	-8.1	-1.4	0.4	-4.2
COc1ccccc1C(=O)OCCCN=C1NS(=O)(=O)c2ccccc21	4.4	-2.7	-0.1	-0.7	-0.1	4.2	-2.5	2.0	-1.0	3.7	-1.3
Cc1cc(C)cc(NC(=O)CSc2cc(C(=O)c3nccn3C)c3ccccc3n2)c1	0.6	1.2	-0.6	-1.2	-0.5	0.4	-0.5	-9.8	-0.7	0.7	-1.6
Cc1cccc(C)c1NC(=O)CN(c1c(C)cccc1C)S(C)(=O)=O	1.7	-1.1	0.3	-0.3	-2.8	1.9	-10.2	3.5	1.7	5.0*	-2.3
O=c1[nH]c2ccccc2cc1-c1nnn(-c2ccccc2)n1	1.3	2.1	0.4	-1.4	-1.7	-0.1	-0.6	-45.8	2.1	-0.2	0.9
O=[N+]([O-])c1ccccc1/C=N/N1CCN(c2ccccn2)CC1	6.2	3.0	0.0	-1.0	2.9	3.9	0.9	-3.7	-0.9	0.3	-0.2
O=C(COC(=O)c1ccc(-c2ccc([N+](=O)[O-])cc2)o1)NC(=O)NC12CC3CC(CC(C3)C1)C2	1.1	0.5	0.5	-1.1	1.4	-2.0	1.2	-20.0	-0.8	-0.3	-0.5
CCN(CC(=O)NC(C)C)C(=O)[C@@H](NC(=O)c1ccco1)C(C)C	4.5	-3.5	0.6	0.3	0.3	-1.6	9.1	-63.9	1.5	0.8	0.8
COc1cc(C(=O)Nc2ccc(NC(=O)C3CCCCC3)nc2)cc(OC)c1OC	-0.4	0.4	0.0	-1.0	-0.8	-0.3	-2.8	-4.1	0.0	0.0	-2.6
O=C(CNC(=O)c1ccc2ccccc2c1)NCc1ccccc1F	-2.3	7.8	0.1	-0.7	-0.2	0.4	-7.9	-4.1	-1.0	0.8	-1.2
Cc1ccc(/C=C/C(=O)Nc2ccncc2)o1	-0.3	-3.0	-0.5	-1.6	1.8	-2.0	9.6	-27.5	-1.6	-1.0	0.6
Clc1cccc(Cl)c1CSc1nnc(/C=C/c2ccccc2)o1	-1.9	0.9	-0.2	-0.7	1.6	2.5	1.7	-3.2	2.0	1.4	0.3
COCCCn1c(SCC(=O)Nc2ccc(C(C)=O)cc2)nc2ccccc2c1=O	10.8*	-1.8	-0.8	-1.2	1.1	0.3	-7.1	-1.5	0.3	3.4	1.1
Cc1ccc(NC(=O)CCNC(=O)c2ccc(Cl)cc2)cc1C	-0.5	1.5	-0.5	-0.7	-0.1	-3.0	-9.7	-2.9	0.0	0.1	-1.7
CCO/C=N/c1c(C#N)c(CC#N)nn1-c1ccccc1	1.3	-0.5	-1.0	-1.4	-1.2	0.5	3.4	-0.7	-1.0	0.4	0.6
O=c1[nH]c(=O)n(C2CCCCCC2)c(O)c1C=NCc1ccc(F)cc1	-0.5	-1.1	0.8	-0.8	-0.7	-1.9	9.6	-5.3	-0.8	-0.4	0.1
CC1=C(C(=O)Nc2ccccc2)C(c2cccs2)NC(=O)N1 (stereo not given)	-2.1	-3.6	-0.2	-0.9	1.1	-3.8	9.3	-3.2	0.8	1.9	0.2
CCCCC(=O)Nc1cc(NC(=O)CC)ccc1Cl	-0.7	-3.3	0.3	-1.6	0.1	-3.9	5.3	-1.2	1.1	-0.3	-1.1
COc1ccccc1CNC(=O)CCCc1ccccc1	1.9	0.5	0.3	-0.8	1.6	-1.6	-1.9	0.9	0.7	0.8	1.1
CCCCc1ccc(S(=O)(=O)NC(=O)C2(C)CCN2C(=O)c2c(C)noc2C)cc1 (stereo not given)	-0.3	-9.4	0.2	-1.4	1.5	-2.5	4.9	2.0	-1.7	.	0.8
CN(C)S(=O)(=O)c1ccc(Cl)c(NC(=O)COC(=O)CNC(=O)c2ccco2)c1	3.8	-1.5	-0.1	-1.1	1.7	0.6	-4.3	-3.8	-0.6	0.5	-0.5
Cc1cc(C)n(S(=O)(=O)c2ccc(F)cc2)n1	-1.5	-2.8	0.4	-0.9	0.4	0.8	-4.4	-4.3	-1.7	2.4	-0.2
COC(=O)c1ccc(-c2sc3nc(N4CCOCC4)c4c(c3c2N)CCCC4)o1	1.1	-5.2	-0.2	-1.2	.	-3.0	0.8	i	-1.4	.	2.4
COc1ccc2oc(=N)c(C(=O)Nc3ccc(Cl)cc3)cc2c1	1.8	3.9	-0.4	-1.3	-0.1	-0.3	-3.6	-87.0	-0.9	3.4	0.5
CCN(CC)c1ccc(-c2nn3c(-c4ccc(C(C)(C)C)cc4)nnc3s2)cc1	1.4	9.8	0.1	-0.5	.	0.6	2.1	0.8	1.8	.	.
O=C(CSc1ccc(-c2ccncc2)nn1)N1CCN(c2ccccc2)CC1	-3.0	-2.8	-0.1	-1.2	-1.2	-0.7	2.2	-4.2	-0.3	-1.0	2.1

Compound activity deposited in PubChem by several laboratories.
